ERK EGF inh: inhibitors of EGF-stimulated ERK signaling pathway; HEK293-V1b, EGF-stimulated phospho-ERK AlphaScreen; Potency, µM (top dose mostly 11.5 µM), inactives show at the highest dose activity change, negative = inhibition, usual class: inhibitors; hit rate 0.41% among 130,000; AID 1454; active means well fitted inhibition curve with a large enough effect; inconclusive means small, poorly fitted or top-dose-only effect, or effect the other way;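 further: plate controls were stimulated vehicle wells for no effect and unstimulated vehicle basal for full effect; nearly all actives have a fitted effect of over 55% in size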
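Compounds are titrated over HEK293-V1b cells kept overnight in 1% FBS. After 30 min at 37C, EGF (25 nM final) triggers ERK phosphorylation for 5 min, measured by AlphaScreen in lysates.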
* marks the source's active call; other numbers are inactive results; ? = inconclusive; [ ] = another dose, or the depositor's remark. Potency means the concentration at half of the fitted maximal effect. This is a subset. The share of hits here may be higher or lower than overall.

SMILES	ERK EGF inh
Cc1cccc(-n2[nH]c(C)c(C=Nc3ccc4[nH]c(=O)[nH]c4c3)c2=O)c1	5.4%
COc1cc(CCC(=O)Nc2ccc(Cl)c(C(F)(F)F)c2)cc(OC)c1OC	-1.9%
CC(=O)NNC(=O)c1csc(-c2csc(C)n2)n1	-1.7%[57.5 µM]
Cc1noc(C(=O)NC2CCCCC2)c1Cl	-0.8%[57.5 µM]
O=C(CN(CC1CCCO1)C(=O)c1nsc(Cl)c1Cl)NC1CCCC1 (stereo not drawn)	-0.8%
COc1ccc(C(=O)NCC(=O)Nc2cccc(S(=O)(=O)NCc3ccco3)c2)cc1OC	30.1%
COc1ccc(/C=N/NC(=O)c2cccnc2)cc1COc1ccc([N+](=O)[O-])c(C)c1	?
CCCOC(=O)C[N+](C)(C)CCOC1CC2CCC1(C)C2(C)C (stereo not drawn)	7.4%[57.5 µM]
Cc1c(Cl)ccc2c(C(N)=O)cc(-c3ccccn3)nc12	-1.4%[57.5 µM]
COc1ccc2[nH]c3c(=O)n(Cc4ccncc4)cnc3c2c1	3.5%[57.5 µM]
O=C(Nc1ccc(S(=O)(=O)NC2=NCCCCC2)cc1)c1ccc2ccccc2n1	-1.8%
CCCCCCNCc1c(F)cccc1Cl	-6.5%
O=C(c1csnn1)N1CCC2(CC1)CN(c1ccccc1)C2	3.5%
NCCc1cnc[nH]1	-0.8%[57.5 µM]
COCC(C)NC(=O)c1ccccc1[N+](=O)[O-] (stereo not drawn)	-5.7%
O=C(NNC(=S)NCc1ccc(Cl)cc1)c1ccc2c(c1)OCO2	-3.6%
COc1ccc(-n2cc3c(-c4cccc(Br)c4)nnc(C)c3n2)cc1	4.2%
O=S(=O)(Nc1cccc(CO)c1)c1cccs1	-6.6%[57.5 µM]
O=C(NCc1ccc(Cl)cc1)C(=O)NCC(c1ccco1)N1CCOCC1 (stereo not drawn)	-1.4%
COc1ccc(-c2coc3cc4oc(=O)c5ccccc5c4cc23)cc1F	-4.9%
Cc1ccc(C(=O)NCc2ccc3c(c2)CCO3)cc1C	7.0%[57.5 µM]
Cc1cccc(NC(=O)CNC(=O)COc2ccc(C(=O)c3ccc(F)cc3)cc2)c1C	11.7%
COc1ccc(N=C2C(=Nc3ccc(OC)cc3)N(c3ccccc3)C(=S)N2C(=O)c2ccc(Cl)cc2)cc1	2.24µM*
CCn1cc(Cl)c(C(=O)Nc2ccccc2C(N)=O)n1	0.5%
CCS(=O)(=O)N1CCN=C1SCc1cccnc1	-1.8%
CC1CCCC(NC(=O)NC(=O)CCl)C1C (stereo not drawn)	21.2%
COc1cc(NC(=S)N2CCCC(CO)C2)c(OC)cc1Cl (stereo not drawn)	0.1%
Cc1c(Cc2ccccc2)c(NCCN(C)C)n2c(nc3ccccc32)c1C#N	?
Cc1oc(C)c(S(=O)(=O)NCc2cccs2)c1C(=O)O	9.7%[57.5 µM]
COc1ccc(/C=N/NC(=O)c2ccccc2)cc1OS(=O)(=O)c1ccccc1	11.5%
CCOC(=O)c1cc(-c2ccc(OC)cc2)nn1-c1ccc(C(=O)O)cc1	1.4%
CC(=O)Nc1ccc(OCC(=O)NC(C)c2ccc(F)cc2)cc1 (stereo not drawn)	8.8%
Cc1ccnc(NC(=O)Cn2cc([N+](=O)[O-])cn2)c1	-1.7%
O=C(C1CC1)N1CCN(S(=O)(=O)c2ccc3c(c2)OCCO3)CC1	-26.5%
O=C(O)c1ccc(S(=O)(=O)c2ccc3c(c2)C(=O)N(NC(=O)c2cccnc2)C3=O)cc1	-1.0%[57.5 µM]
O=C(Nc1ccc(-c2csnn2)cc1)C1CC1	1.8%[57.5 µM]
CCOC(=O)c1c(C)nc2cc(C)cc(C)n12	-2.5%
CC(=O)NC(=S)Nc1ccc(S(=O)(=O)N2CCOCC2)cc1	-5.4%
O=C(Nc1ccc(F)cc1F)c1ccc(-n2cccn2)nc1	8.8%
O=C(CCl)NC(Cc1ccccc1)c1ccccc1 (stereo not drawn)	-1.3%

3 compounds out of the list, sorted by molecular weight, highest first:
SMILES	ERK EGF inh
Cc1cccc(NC(=O)CNC(=O)COc2ccc(C(=O)c3ccc(F)cc3)cc2)c1C	11.7%
COc1ccc(/C=N/NC(=O)c2ccccc2)cc1OS(=O)(=O)c1ccccc1	11.5%
Cc1oc(C)c(S(=O)(=O)NCc2cccs2)c1C(=O)O	9.7%[57.5 µM]

More compounds follow:
SMILES	ERK EGF inh
COC(CNC(=S)Nc1ccc([N+](=O)[O-])cc1)OC	-0.7%
O=C(CCNC(=O)c1ccco1)Nc1ccc(SC(F)F)cc1	-2.1%
Cc1cccc(NC(=O)N2CCC(n3nnc4cc(C)ccc43)CC2)c1	-7.2%
CN1C(=O)c2ccccc2Sc2ccc(NC(=O)N3CCOCC3)cc21	-0.8%
COc1cccc2c(=O)c3ccoc3n(C)c12	2.9%
O=C1c2cccnc2C(Nc2ccc(Br)cc2)N1Cc1cccs1 (stereo not drawn)	2.7%
COc1ccc(-n2c(CNC(=O)c3cccs3)n[nH]c2=S)cc1	7.0%
O=C(COc1ncnc2c1cnn2-c1ccccc1)Nc1ccc(S(=O)(=O)N2CCCCC2)cc1	-8.0%
Cc1nc2cnc(OCc3ccccc3)nc2n(CCC#N)c1=O	-2.5%
Cc1ccc(/C=C/C(=O)N2CCN(c3cccc(C(F)(F)F)c3)CC2)cc1	3.1%
C/C(CC(=O)Nc1ccc(Br)cc1)=N\NC(=O)Cc1csc(N)n1	-12.0%[57.5 µM]
O=C(O)c1ccc(N2C(=O)/C(=C/c3ccc(-c4ccc([N+](=O)[O-])cc4)o3)C=C2c2ccccc2)cc1	?
CC1C(=O)Nc2ccccc2N1C(=O)c1ccccc1 (stereo not drawn)	4.1%
Cc1cccc(C)c1NC(=O)CSc1nnc(C)n1-c1ccccc1	5.2%
C/C(CC(=O)Nc1ccc2c(c1)OCO2)=N\NC(=O)C(c1ccccc1)c1ccccc1	1.2%
Cc1nnc(-c2ccc(Oc3ccc(C)c(C)c3)c([N+](=O)[O-])c2)o1	-0.9%
CN(c1ccccc1)c1ccc(/C=C/[N+](=O)[O-])cc1	?
CSc1ccccc1NC(=O)NCCCl	-4.1%
CN(C)C(=O)COC(=O)c1ccc(S(=O)(=O)NCc2ccco2)cc1	5.0%[57.5 µM]
O=C(Nc1cccc(F)c1)N1CC[C@@]2(CCCN(S(=O)(=O)c3ccccc3)C2)C1	-9.5%
CC(=O)c1cc(N2CCOCC2)ccc1[N+](=O)[O-]	-6.2%
COc1ccc(CN(CC2CCC(C(=O)O)CC2)C(=S)Nc2cc(C)ccc2C)cc1 (stereo not drawn)	-1.7%
COc1cccc(CNC(=O)CCC2CCCN(C(=O)C3CCOCC3)C2)c1 (stereo not drawn)	-3.7%
Cc1ccc(NCC(=O)N/N=C/c2c[nH]c3ccccc23)cc1	-4.3%
Cc1cccc(NS(=O)(=O)c2cc([N+](=O)[O-])ccc2C)n1	10.2%
CCCCCCCCCCCCCCCC(=O)NCCc1c[nH]c2ccccc12	38.5%[57.5 µM]
COc1ccc(OC)c(C2CC(=O)Nc3n[nH]c(-c4ccccc4)c32)c1 (stereo not drawn)	3.7%
Cc1cccc(NC(=O)CCC(=O)N/N=C/c2ccco2)c1	1.5%
O=C(N/N=C/c1ccc(Sc2nc3ccccc3[nH]2)o1)c1ccncc1	1.9%
NNc1nc(C(F)(F)F)nc2ccccc12	1.7%[57.5 µM]
CS(=O)(=O)c1ccccc1-c1nc(-c2ccc([N+](=O)[O-])cc2)no1	-2.1%
CCOc1ccc(N2C(=O)C3=C(C(c4ccc(Cl)cc4)=NCCN3)C2c2cccnc2)cc1 (stereo not drawn)	-2.3%
Cc1ccc(-c2nnnn2-c2ccc(C)cc2)cc1	8.0%
O=c1cc(-c2cc3ccccc3oc2=O)c2ccc(O)cc2o1	1.6%
Cc1ccc(Nc2nc3ccccc3nc2Nc2c(C)n(C)n(-c3ccccc3)c2=O)cc1	8.3%
O=[N+]([O-])c1cccc(Nc2c3ccccc3nc3ccccc23)c1	-1.1%
COc1cc(-c2[nH]ncc2CN2CCN(c3cccc(C)n3)CC2)cc(OC)c1OC	-10.0%[57.5 µM]
O=C(/C=C/c1ccc([N+](=O)[O-])s1)N1CCCCC1	-0.9%
COc1ccc2c(c1)c(=O)c(C(=O)c1ccccc1)cn2Cc1ccc(C)cc1	-1.9%
COc1ccc(CCn2c(N)c(S(=O)(=O)c3cccs3)c3nc4ccccc4nc32)cc1OC	?
O=C(Nc1ccc(-c2csc(Nc3cccc(C(F)(F)F)c3)n2)cc1)c1cc([N+](=O)[O-])cc(C(F)(F)F)c1	6.8%[57.5 µM]
N#C/C(=C\c1cn(Cc2ccccc2)c2ccccc12)C(=O)NCc1ccco1	1.6%
Cc1cc(Cl)ccc1OCc1nnc2n1CCCCC2	-5.1%
COc1ccc(Cl)cc1NC(=O)COC(=O)CNC(=O)c1ccc([N+](=O)[O-])c(C)c1	11.0%
Cc1ccc(-c2[nH]c(-c3ccc(C(=O)O)cc3)nc2-c2ccccc2)cc1	-2.5%
c1nc(N2CCN(Cc3ccc4c(c3)OCO4)CC2)c2[nH]cnc2n1	4.9%
CC(C)N(C(=O)C(F)(F)F)C(C(=O)NC1CCCCC1)c1ccncc1 (stereo not drawn)	9.0%
O=C(Nc1cccc(Cl)c1N1CCCC1)c1ccc([N+](=O)[O-])o1	?
COCCNc1nc(-c2ccccc2C)nc2ccccc12	9.4%
CCOC(=O)CSc1nnc(COc2cccc(C)c2)o1	-1.9%
O=C(O)CCc1nn2cc(-c3ccccc3)nc2[nH]c1=O	1.0%
CCNc1cc(N2CCOCC2)nc(SC)n1	-8.0%
COc1ccc(N(CC(=O)Nc2ccccc2C(N)=O)S(=O)(=O)c2ccc(C)c([N+](=O)[O-])c2)cc1	2.6%
CC1=C(C(=O)N2CCN(c3cc(C)ccc3C)CC2)C2(CCCCC2)OC1=O	-6.1%
Cc1nc(N=Nc2ccc(C(=O)O)cc2)c(COP(=O)(O)O)c(C=O)c1O	8.6%
Cc1ccc(S(=O)(=O)n2c3ccc(F)cc3c3nc(C)sc32)cc1	2.3%
Cc1nnc(NC(=O)CSc2ncn(-c3ccccc3)n2)s1	4.0%
Cc1ccc(-c2nnc3n2N=C(c2ccccc2)CS3)cc1	1.0%
CN(C(=O)CS(=O)(=O)c1cccc(Cl)c1)c1ccccc1	2.4%
CN(C)c1ccc(C=NCCC2(O)CCOC(C)(C)C2)cc1 (stereo not drawn)	5.2%

More structures:
SMILES	ERK EGF inh
Cc1cc(N2CCN(C)CC2)nc2ccc(NC(=S)N3CCN(c4cccc(Cl)c4)CC3)cc12	0.0%
COc1ccc(C(=O)NC(=S)Nc2ccc(N3CCOCC3)c(Cl)c2)cc1[N+](=O)[O-]	-0.2%
COc1ccc(C(=O)NNC(=O)c2cc3cccc(OC)c3oc2=O)cc1	1.8%
COc1cc(OC)nc(/N=C/NO)n1	4.1%[57.5 µM]
CC(C)C(=O)N1CCN(c2ccc(NC(=O)c3ccc([N+](=O)[O-])o3)cc2Cl)CC1	7.5%
CC(C)CCNC(=O)C(c1cccnc1)N(CCc1ccccc1)C(=O)Cn1nnc2ccccc21 (stereo not drawn)	6.2%
COc1ccc(CC(N)C(=O)NC2C(CO)OC(n3cnc4c(N(C)C)ncnc43)C2O)cc1 (stereo not drawn)	0.8%
CCCCCC(=O)N1CCCCC1	2.0%[57.5 µM]
O=C(NCc1cccs1)C(=O)NCC(c1ccco1)N1CCN(c2ccccc2)CC1 (stereo not drawn)	-1.0%
Cc1ccc2cc(/C=N/NC(=O)CN3CCCCC3)c(Cl)nc2c1	0.7%
O=[N+]([O-])c1cccc(CNc2ccc3c(c2)CCC3)c1	6.6%
Nc1[nH]n2c(=O)cc(-c3ccccc3)nc2c1N=Nc1ccc2c(c1)OCO2	10.7%
CCOC(=O)c1ccc2nc(C)cc(Nc3cccc(C(=O)O)c3)c2c1	-3.7%
CC(C)C(=O)Nc1nc(-c2ccccc2)ns1	-6.3%
O=C(NN1C(=O)C2C(C1=O)C1C=CC2C12CC2)c1cccnc1 (stereo not drawn)	-3.7%
O=C1CSC(c2ccccc2F)N1c1ccccc1 (stereo not drawn)	-1.0%
Cc1cc(C(=O)Nc2ccc(S(=O)(=O)Nc3onc(C)c3C)cc2)cs1	6.7%
CCOC(=O)c1c(NC(=O)CSc2nc3ccccc3c(=O)n2-c2ccccc2)sc(C(C)=O)c1C	10.4%
CC(C)NS(=O)(=O)c1ccc(CCC(=O)N2CCC(C(N)=O)CC2)cc1	?
Cc1cccc(NC(=S)N2CCN(c3ccc(F)cc3)CC2)c1	-3.4%

The last 5 entries of the section before are carried over, then new ones follow.
SMILES	ERK EGF inh
O=C1CSC(c2ccccc2F)N1c1ccccc1 (stereo not drawn)	-1.0%
Cc1cc(C(=O)Nc2ccc(S(=O)(=O)Nc3onc(C)c3C)cc2)cs1	6.7%
CCOC(=O)c1c(NC(=O)CSc2nc3ccccc3c(=O)n2-c2ccccc2)sc(C(C)=O)c1C	10.4%
CC(C)NS(=O)(=O)c1ccc(CCC(=O)N2CCC(C(N)=O)CC2)cc1	?
Cc1cccc(NC(=S)N2CCN(c3ccc(F)cc3)CC2)c1	-3.4%
COc1ccccc1-c1cn[nH]c1-c1ccc(OCc2ccccc2)cc1O	-10.3%[57.5 µM]
O=C(c1ccc(F)c(S(=O)(=O)N2CCOCC2)c1)N(c1ccccc1)c1ccccn1	-3.5%
COc1ccccc1CNCC(=O)Nc1ccc(C(F)(F)F)cc1	2.4%[57.5 µM]
CCN(CC)C(=O)CSc1nc(O)c(Cc2ccccc2)c(=O)n1-c1ccccc1C	-5.5%[57.5 µM]
C=CCOC(=O)C1=C[C@@H](c2ccc(Br)cc2)C[C@@H](OCc2ccc(CO)cc2)O1	-15.0%[57.5 µM]

Quoted from the listing.
`CCN(CC)C(=O)CSc1nc(O)c(Cc2ccccc2)c(=O)n1-c1ccccc1C` | ERK EGF inh = -5.5%[57.5 µM]
`COc1ccccc1-c1cn[nH]c1-c1ccc(OCc2ccccc2)cc1O` | ERK EGF inh = -10.3%[57.5 µM]
`C=CCOC(=O)C1=C[C@@H](c2ccc(Br)cc2)C[C@@H](OCc2ccc(CO)cc2)O1` | ERK EGF inh = -15.0%[57.5 µM]

Screens: PubChem, National Center for Advancing Translational Sciences (NCATS)
